Assay outcomes (PubChem)
Rv3671c inh: inhibits the M. tuberculosis serine protease Rv3671c | 0.048% of 320,000 active | P9WHR9 | AID 2606 | inhibition, % at 5.96 µM; in the data active = inhibition above about 38%;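 also: extracellular domain of Rv3671c used as enzyme; 0% = enzyme with DMSO and 100% = no enzyme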
Target sequence (P9WHR9 whole entry, looked up, the tested form may be a part): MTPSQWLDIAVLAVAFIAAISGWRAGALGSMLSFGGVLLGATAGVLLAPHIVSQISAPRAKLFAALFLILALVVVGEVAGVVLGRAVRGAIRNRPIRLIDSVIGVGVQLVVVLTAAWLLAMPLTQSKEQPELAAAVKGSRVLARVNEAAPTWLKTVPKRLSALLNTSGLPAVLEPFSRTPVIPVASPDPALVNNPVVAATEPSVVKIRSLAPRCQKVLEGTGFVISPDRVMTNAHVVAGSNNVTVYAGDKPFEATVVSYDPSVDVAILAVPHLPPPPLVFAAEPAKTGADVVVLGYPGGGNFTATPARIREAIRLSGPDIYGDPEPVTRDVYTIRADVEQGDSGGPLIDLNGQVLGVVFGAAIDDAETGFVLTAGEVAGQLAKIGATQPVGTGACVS
Yp Topo-I inh: inhibitors of Yersinia pestis topoisomerase I | Y. pestis Topo-I cleavage product accumulation, plate reader | AID 504884 | activity, % at 10 µM | 0.064% of 360,000 active; in the data active = activity above about 50%, passing the limit was not always enough; inconclusive = no clear call, values can overlap the other calls; also: inactives centre near 2
PfHsp40 yeast: rescue of PfHsp40-mediated yeast toxicity; S. cerevisiae expressing PfHsp40, growth rescue, ATP luminescence; growth rescue, % at 12.5 µM; 0.68% of 340,000 active; AID 504582; in the data active = growth rescue above about 28%, passing the limit was not always enough; inconclusive = no clear call, values can overlap the other calls;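 also: yeast W303a lacking pdr1 and pdr3 grown in galactose medium; growth measured after three days at 30 °C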
SARS 3CLpro inh: SARS-CoV 3CLpro protease inhibition | P0C6X7 | recombinant SARS-CoV 3CLpro, quenched FRET peptide cleavage | inhibition, % at 6 µM | 0.14% of 290,000 active; in the data active = inhibition above about 12%
DUSP3 inh: inhibitors of human VHR1 phosphatase (DUSP3); P51452; recombinant VHR phosphatase, pNPP absorbance; inhibition, % at 13.3 µM; 0.52% of 290,000 active; AID 1654; in the data active = inhibition above about 50%; also: some compounds called inactive have numbers as strong as hits
Target sequence (P51452 whole entry, looked up): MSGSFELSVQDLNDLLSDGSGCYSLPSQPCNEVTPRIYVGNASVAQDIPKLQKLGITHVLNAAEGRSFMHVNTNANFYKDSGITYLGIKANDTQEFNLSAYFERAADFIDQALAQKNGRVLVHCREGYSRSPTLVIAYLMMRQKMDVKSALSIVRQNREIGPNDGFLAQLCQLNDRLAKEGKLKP
TcdB GH inh: inhibitors of Clostridioides difficile toxin B glycohydrolase. P18177. TcdB glycohydrolase enzymatic assay, plate reader. inhibition, % at 9.99 µM. 0.24% of 350,000 active; in the data active = inhibition above about 10%
Vc quorum ag: inducers of Vibrio cholerae quorum light production without autoinducers; V. cholerae BH1578 lux reporter, luminescence, 6 h; activation, % at 18.7 µM; 0.16% of 350,000 active; in the data active = activation mostly above about 9.7%, no sharp cut-off; inconclusive = no clear call, values can overlap the other calls; inactive = mostly below about 3.7%; also: not every result past the cut was called active; inactives centre near 0; reference of the scale not given here
Anthrax LF prot: blocks Bacillus anthracis lethal factor protease | P15917 | multiplex microsphere protease cleavage assay, LF | inhibition, % at 10 µM | 0.12% of 360,000 active; in the data active = inhibition above about 30%; inconclusive = no clear call, values can overlap the other calls; also: plate controls were buffer without enzyme for full effect and enzyme alone for no effect
PriA SSB inh: K. pneumoniae PriA-SSBct interaction inhibition; inhibition, % at 33 µM; 0.6% of 430,000 active; AlphaScreen SSBct-PriA binding, biotinylated peptide; in the data active = inhibition mostly above about 37%, no sharp cut-off; inactive = mostly below about 20%;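 also: plate controls were negative control peptide for no effect and reference peptide for full effect; strong numbers were not always called active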
MazF activator: increases E. coli MazEF RNase cleavage of RNA. P0AE70. FAM/BHQ RNA-DNA oligo cleavage fluorescence, 5 h. activation, % at 20 µM. 0.32% of 350,000 active; in the data active = activation above about 50%
Target sequence (P0AE70 whole entry, looked up): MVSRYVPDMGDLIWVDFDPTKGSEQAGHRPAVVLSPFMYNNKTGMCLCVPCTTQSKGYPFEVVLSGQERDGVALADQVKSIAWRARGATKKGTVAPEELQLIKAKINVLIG
* marks the source's active call; other numbers are inactive results; i = inactive; u = inconclusive; x = not tested or not shown; & = joins results of further samples.

SMILES	Rv3671c inh	Yp Topo-I inh	PfHsp40 yeast	SARS 3CLpro inh	DUSP3 inh	TcdB GH inh	Vc quorum ag	Anthrax LF prot	PriA SSB inh	MazF activator
CC(C)N(Cc1ccccc1)C(=O)COC(=O)C1CCCCC1	-3	13	1.3	x	x	1.1	i	0	3	3
CC[n+]1c(-c2ccccc2)csc1Nc1c(C)n(C)n(-c2ccccc2)c1=O	-3	16	-1.0	-2	13	-23	i	0	6	0
CC(=Nc1ccc2c(c1)nc(CO)n2C)C1=C(O)CC(C)(C)CC1=O	2	-2	23	-9	35	x	i	0	3	-3
CCN(CC(=O)Nc1ccc(NC(C)=O)cc1)C(=O)CCCc1nc2ccccc2s1	-2	-2	-0.3	x	x	-0.2	i	7	-7	4
CCC(=O)Nc1cccc(C(=O)c2ccc(C)c(C)c2)c1	-1	8	0.0	-2	1	2.4	-0.1	-2	0	-9
COc1ccc(S(=O)(=O)NCCCCC(=O)O)cc1C(=O)O	1	3	-0.1	-1	5	1.0	i	-3	5	9
S=C(NCc1ccc2[nH]c3c(c2c1)CCCC3)Nc1ccccc1Cl	4	1	3.3	-1	-4	-0.6	-0.4	-7	23	1
CCN(N=O)[C@@H](Cc1ccccc1)CN(N=O)[C@@H](Cc1ccccc1)CN(C)N=O	-4	18	-1.1	0	10	0.8	-0.5	-3	0	-7
O=S1(=O)CCN2C(Cc3ccc(SC(F)F)cc3)=CSC2=N1	3	4	-0.8	0	22	x	i	-2	-13	2
Cc1cccc(OC(C)C(=O)N2CCc3ccccc3C2)c1 (stereo unspecified)	5	12	-0.2	3	16	1.1	-0.4	4	-13	-17
NS(=O)(=O)c1ccc(NC(=O)COC(=O)CC2Sc3ccccc3NC2=O)cc1 (stereo unspecified)	8	6	-1.5	x	x	-0.1	i	-6	-1	-2
COCCCNc1cc(C)nc2ccccc12	-2	5	0.2	-5	0	0.4	i	2	-7	4
CSCC[C@H](NC(=O)c1ccc(Br)o1)c1nnc2ccccn12	-5	0	-0.1	-2	7	0.4	0.2	-1	-6	10
CC(C)(C)NC(=O)C(c1cccs1)N(CC1CCCO1)C(=O)c1ccc(-c2ccccc2)[nH]1 (stereo unspecified)	-6	21	0.8	4	26	x	-0.2	-2	35	-7
CN(C(=O)COc1ncnc2sccc12)C1CCCCC1	0	-4	-1.3	x	x	1.2	i	-2	0	-1
Cc1cccc(CCNS(=O)(=O)c2ccc3c(c2)NC(=O)C(C)S3)c1 (stereo unspecified)	1	35	0.3	1	-9	-1.5	i	-1	-11	0
C/C(=N\Nc1ccc(F)cc1)c1ccc(N2CCOCC2)c(F)c1	1	-5	1.2	-2	2	-0.7	i	-6	x	-1
CCOC(=O)Cn1c(=O)c2c(nc3n2CCS3)n(C)c1=O	-8	-9	-0.3	1	29	x	-0.4	1	-4	7
CC1=NN(C(=O)CCc2ccccc2)C(O)(c2ccncc2)C1 (stereo unspecified)	-4	5	-0.7	3	12	1.4	i	0	-1	-5
O=C(O)c1ccc(Nc2nc3c(s2)CCCC3)cc1	-10	-14	-1.2	5	11	0.8	-3.3	-1	5	1
O=C(COC(=O)c1ccc([N+](=O)[O-])o1)Nc1ccc(N2CCOCC2)cc1	-19	4	95*	x	x	-1.1	i	-1	-11	1
O=C(O)c1cnn(-c2nc(-c3cccc(F)c3)cs2)c1C(F)(F)F	0	-7	-0.9	6	10	-2.6	0.3	0	-9	5
COc1ccc(N2CCN(C(=O)Cc3cccs3)CC2)cc1	-1	-6	-1.6	3	11	2.3	i	-2	0	1
Cc1[nH]c(C)c(S(=O)(=O)N2CCC(C)CC2)c1C(=O)N1CCCC1	4	5	-0.5	1	7	-0.1	-0.5	1	-6	2
CC(=O)CNc1ccc(S(=O)(=O)N/N=C/c2ccccc2)cc1	7	-1	-1.5	0	33	0.4	i	10	x	1
COc1ccc(C(C)(C)C)cc1NC(=O)CCN1C(=O)NC(C)(C)C1=O	1	-10	-1.6	x	x	0.2	i	-1	-18	6
Cc1c(C(=O)N2CCCC2)c(S(=O)(=O)Nc2ccccc2)c(C)n1C	7	-6	-0.8	-4	28	0.4	-0.1	4	8	3
Cc1cccc(/C=N/n2c(C)cc(C)c(C#N)c2=O)c1	12	-5	1.0	-2	9	x	-0.5	-12	x	-7
COC(=O)C1(CCSC)NC(c2ccc(O)c(OC)c2)C2C(=O)N(c3ccc(C)cc3)C(=O)C21 (stereo unspecified)	2	2	-0.8	0	2	0.5	-0.7	-8	2	1
Cc1ccc(S(=O)(=O)Nc2cc3c4c(c2)CCN4C(=O)CC3)cc1	-15	u	-0.6	x	x	-1.0	-0.3	4	-4	0
S=C1NCN(CCc2ccccc2)CN1	-1	8	-0.5	0	33	1.2	0.6	3	-14	-1
COP(=O)(OC)C1(O)C(=O)Nc2ccc(Br)cc21 (stereo unspecified)	7	-1	-1.7	-2	4	x	-0.4	-1	-9	4
COCC(=O)Nc1cc(C)cn(Cc2cccc(C(F)(F)F)c2)c1=O	-3	-2	-1.6	-6	-3	0.3	i	-4	-6	7
O=C(CN1CCN(c2ccccn2)CC1)N1c2ccccc2Sc2ccc(C(F)(F)F)cc21	5	3	1.9	6	18	x	-5.3	-2	7	-5
Cc1nc(NC(=O)c2c(-c3ccccc3)noc2C)sc1C(=O)N(C)C	x	4	-2.2	-2	-9	2.6	-0.2	-3	-7	2
Cc1ccc(N2CC(NS(=O)(=O)c3cccnc3)CC2=O)cc1 (stereo unspecified)	9	-1	-1.0	x	x	0.7	-1.4	u	6	1
COc1cc2c(cc1OC)CN(c1nc(CN3CCOCC3)nc3sc4c(c13)CCCC4)CC2	0	14	0.4	1	30	x	-0.1	-3	-15	14
Cc1ccc(N2CC(C(=O)Nc3cc(Cl)ccc3-n3cncn3)CC2=O)cc1 (stereo unspecified)	-1	3	1.5	x	x	1.5	i	-2	-18	0
O=C(NNC(=O)C1CCC1)c1ccccc1	-3	0	0.4	x	x	1.5	-5.5	-5	-7	-4
O=C(Nc1ccccc1)c1cc(C2CCCCN2C(=O)c2ccc3c(c2)CCO3)on1 (stereo unspecified)	x	-4	x	x	x	-3.4	i	-5	x	x
C[C@H](NC(=O)[C@H]1N2C(=O)c3ccccc3C2SC1(C)C)C(=O)N1CCCCC1 (stereo partly specified)	2	-4	0.2	4	-22	3.4	i	-3	-19	2
CC(Oc1ccccc1)C(=O)N=Nc1c(O)[nH]c2ccc(Br)cc12 (stereo unspecified)	-2	-1	-1.0	-1	13	1.1	i	1	-14	7
CCN(CC)C(=O)Cn1c(=O)n(-c2ccccc2)c(=O)c2c3c(sc21)CCC3	-14	-2	-1.0	-2	20	x	x	-6	-22	-3
COc1ccc2oc(=O)c(C(=O)Nc3ccccc3-c3ccccc3)cc2c1	x	-3	0.0&0.2	x	-4	1.0	i	-3	-11	-9
Cc1ccnc(NC(=O)CNC(=O)Cc2cccc3ccccc23)c1	6	-3	-0.5	x	x	-0.2	i	-1	9	-3
Cc1sc(NC(=O)CS(=O)(=O)c2ccccc2)c(C(N)=O)c1C	-1	-10	-2.5	x	x	0.0	i	-1	-6	1
COc1ccc(Cl)cc1NC(=S)Nc1cccc(C)c1	3	-2	-0.6	-2	26	1.4	-0.3	-2	-13	8
COc1ccc(-c2cc(C(=O)NCc3ccc(Cl)cc3)no2)cc1OC	1	-4	-1.2	4	-5	x	i	-4	-10	-3
O=C(/C=C/c1ccc(-c2ccc(F)cc2)o1)N1CCCC1	0	3	0.2	2	4	-3.3	4.7	-7	2	4
Cc1ccc(OCC(=O)N(C)CC(=O)Nc2ccc(N3CCOCC3)cc2)cc1	2	11	0.0	x	x	0.6	-0.7	4	-1	-15
O=C(CSc1ncn[nH]1)Nc1cc(S(=O)(=O)N2CCCC2)ccc1Cl	-10	-8	-1.5	5	26	0.3	-0.3	-1	13	16
CC(C)N1CCC(NC(=O)NC2CCCCC2)CC1	-5	-3	-0.8	0	26	-0.1	i	0	3	-11
Cc1cc([N+](=O)[O-])ccc1NC(=O)C(C)[n+]1ccccc1 (stereo unspecified)	3	-7	-1.9	-1	24	x	i	0	0	5
COc1cccc(/C=N/NC(=O)c2ccc(N(C)S(=O)(=O)c3ccccc3)cc2)c1OC	-14	-4	-0.9	1	-8	-0.1	-0.3	1	x	4
Cc1ccc(CN2CCN(CC3CC4C=CC3C4)CC2)cc1 (stereo unspecified)	4	8	0.5	1	13	x	i	3	9	3

Random excerpt: 3 records from the list, in no set order.
SMILES	Rv3671c inh	Yp Topo-I inh	PfHsp40 yeast	SARS 3CLpro inh	DUSP3 inh	TcdB GH inh	Vc quorum ag	Anthrax LF prot	PriA SSB inh	MazF activator
Cc1cc([N+](=O)[O-])ccc1NC(=O)C(C)[n+]1ccccc1 (stereo unspecified)	3	-7	-1.9	-1	24	x	i	0	0	5
O=C(/C=C/c1ccc(-c2ccc(F)cc2)o1)N1CCCC1	0	3	0.2	2	4	-3.3	4.7	-7	2	4
CC(C)N1CCC(NC(=O)NC2CCCCC2)CC1	-5	-3	-0.8	0	26	-0.1	i	0	3	-11

Molecules above containing four or more nitrogen atoms:
SMILES	Rv3671c inh	Yp Topo-I inh	PfHsp40 yeast	SARS 3CLpro inh	DUSP3 inh	TcdB GH inh	Vc quorum ag	Anthrax LF prot	PriA SSB inh	MazF activator
CC[n+]1c(-c2ccccc2)csc1Nc1c(C)n(C)n(-c2ccccc2)c1=O	-3	16	-1.0	-2	13	-23	i	0	6	0
CCN(CC(=O)Nc1ccc(NC(C)=O)cc1)C(=O)CCCc1nc2ccccc2s1	-2	-2	-0.3	x	x	-0.2	i	7	-7	4
CCN(N=O)[C@@H](Cc1ccccc1)CN(N=O)[C@@H](Cc1ccccc1)CN(C)N=O	-4	18	-1.1	0	10	0.8	-0.5	-3	0	-7
CSCC[C@H](NC(=O)c1ccc(Br)o1)c1nnc2ccccn12	-5	0	-0.1	-2	7	0.4	0.2	-1	-6	10
CCOC(=O)Cn1c(=O)c2c(nc3n2CCS3)n(C)c1=O	-8	-9	-0.3	1	29	x	-0.4	1	-4	7
O=C(CN1CCN(c2ccccn2)CC1)N1c2ccccc2Sc2ccc(C(F)(F)F)cc21	5	3	1.9	6	18	x	-5.3	-2	7	-5
Cc1nc(NC(=O)c2c(-c3ccccc3)noc2C)sc1C(=O)N(C)C	x	4	-2.2	-2	-9	2.6	-0.2	-3	-7	2
COc1cc2c(cc1OC)CN(c1nc(CN3CCOCC3)nc3sc4c(c13)CCCC4)CC2	0	14	0.4	1	30	x	-0.1	-3	-15	14
Cc1ccc(N2CC(C(=O)Nc3cc(Cl)ccc3-n3cncn3)CC2=O)cc1 (stereo unspecified)	-1	3	1.5	x	x	1.5	i	-2	-18	0
O=C(CSc1ncn[nH]1)Nc1cc(S(=O)(=O)N2CCCC2)ccc1Cl	-10	-8	-1.5	5	26	0.3	-0.3	-1	13	16

The list is partial; rates above refer to the full screens.
